TEAD-YAP inh – TEAD-YAP interaction inhibition. HEK-TIYL cells, TEAD-Gal4/YAP UAS-luciferase luminescence. inhibition, % at 9.12 µM. 640,000 tested, 1.4% active; in the data active means inhibition above about 32%;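 further: 0% = median of test compound wells and 100% = reference inhibitor wells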
GPR151 activ – activates the human receptor GPR151 | PathHunter beta-arrestin GPR151 cells, luminescence | activation, % at 11.2 µM | 650,000 tested, 1% active | AID 1508602; in the data active means activation above about 4.9%;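 further: 0% = median of compound wells and 100% = cells with positive control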
Target sequence (Q8TDV0 whole entry, looked up): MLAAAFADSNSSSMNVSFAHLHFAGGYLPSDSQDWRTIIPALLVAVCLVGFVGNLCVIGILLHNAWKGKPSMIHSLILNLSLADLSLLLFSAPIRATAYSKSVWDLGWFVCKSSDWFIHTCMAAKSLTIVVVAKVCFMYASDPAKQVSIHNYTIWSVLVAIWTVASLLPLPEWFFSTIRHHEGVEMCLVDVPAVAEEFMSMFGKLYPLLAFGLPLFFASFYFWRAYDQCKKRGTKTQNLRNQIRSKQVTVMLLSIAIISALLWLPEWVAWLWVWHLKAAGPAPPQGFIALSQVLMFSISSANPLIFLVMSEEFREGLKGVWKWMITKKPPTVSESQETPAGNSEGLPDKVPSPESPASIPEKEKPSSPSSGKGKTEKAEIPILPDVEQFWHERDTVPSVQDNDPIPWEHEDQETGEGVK
FBW7 activator – human FBW7 E3 ligase activation, primary screen; Q969H0; AlphaScreen FBW7–phospho-cyclin E peptide binding, activator screen; normalized activity (activation), % at 26.1 µM; 650,000 tested, 0.13% active; in the data active means normalized activity above about 1.9%;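 further: purified mutant Fbw7 with reduced substrate affinity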
Target sequence (Q969H0 whole entry, looked up): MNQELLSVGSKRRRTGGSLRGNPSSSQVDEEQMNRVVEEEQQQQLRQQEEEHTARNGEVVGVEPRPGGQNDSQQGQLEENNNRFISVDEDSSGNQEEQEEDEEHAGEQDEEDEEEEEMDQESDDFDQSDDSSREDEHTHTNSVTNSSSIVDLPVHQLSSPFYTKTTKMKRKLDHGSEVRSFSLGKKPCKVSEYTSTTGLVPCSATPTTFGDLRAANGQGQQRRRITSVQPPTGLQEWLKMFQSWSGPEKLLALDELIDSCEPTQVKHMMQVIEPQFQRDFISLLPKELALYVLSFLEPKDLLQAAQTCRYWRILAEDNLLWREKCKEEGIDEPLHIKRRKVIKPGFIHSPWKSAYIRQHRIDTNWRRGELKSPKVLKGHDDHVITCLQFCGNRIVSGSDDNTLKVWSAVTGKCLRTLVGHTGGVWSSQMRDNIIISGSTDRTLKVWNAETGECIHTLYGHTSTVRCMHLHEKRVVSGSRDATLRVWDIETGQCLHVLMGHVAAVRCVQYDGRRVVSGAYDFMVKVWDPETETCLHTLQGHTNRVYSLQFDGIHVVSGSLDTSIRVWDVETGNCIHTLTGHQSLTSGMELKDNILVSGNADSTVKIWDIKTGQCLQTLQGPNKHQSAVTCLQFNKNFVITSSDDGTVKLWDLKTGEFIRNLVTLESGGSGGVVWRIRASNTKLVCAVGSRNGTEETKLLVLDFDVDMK
MITF primary – human MITF inhibition, primary screen; AID 1259374; 650,000 tested, 0.91% active; inhibition, % at 2.6 µM; AlphaScreen MITF homodimerization, bead proximity signal; in the data active means inhibition above about 50%;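 further: 0% = vehicle wells with protein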
The depositor's hits bear a star.

SMILES	TEAD-YAP inh	GPR151 activ	FBW7 activator	MITF primary
CCOC(=O)C1CCN(C(=S)Nc2cc(OC)c(OC)cc2C(=O)OC)CC1	1.0	-0.6	-0.1	3.9
COC(=O)C(COCc1ccccc1)NC(=O)C(CC(N)=O)NC(=O)OC(C)(C)C (configuration not stated)	-0.8	0.4	0.1	11.3
c1cncc(CNc2nc(-c3ccc(N4CCOCC4)nc3)nc3c2ncn3C2CCCCC2)c1	1.7	-1.7	-0.2	0.4
CN(CC1OCCO1)C(=O)c1cn2ccsc2n1	-8.2	1.5	-0.7	6.2
COCCn1c(=O)c2c(nc3n2CCCN3c2ccc(Cl)cc2)n(C)c1=O	6.6	-0.2	0.6	2.4
COc1cccc(CN2CCNC(=O)C2CC(=O)NCc2cc(C(C)C)no2)c1 (configuration not stated)	3.7	-0.9	0.0	5.7
COc1cc(C(=O)n2nc(-c3cccnc3)nc2NCc2ccccc2)cc(OC)c1OC	-15.7	-1.2	0.9	17.6
CCOC(=O)C(=O)Nc1cccc([N+](=O)[O-])c1C	-1.3	0.0	-0.1	-6.4
Cc1ccc(C2OC3(C(=O)c4ccccc4C3=O)C3C(=O)N(c4cccc(C)c4C)C(=O)C23)cc1 (configuration not stated)	-2.5	-1.4	0.0	-11.0
CCOc1ccc(/C=N/NC(=O)C(=O)N2CCCC2)cc1	1.4	-0.7	-0.1	5.3
CC(CNCC1CCCO1)COc1cccc(Cl)c1 (configuration not stated)	1.1	1.2	-0.1	16.4
COC(=O)c1cc(Cc2ccccc2)sc1NC(=O)c1cc(-c2ccc(C(C)C)cc2)nc2ccccc12	-5.3	-0.9	-0.2	-4.2
CN(c1ccccc1)S(=O)(=O)c1nnc(NC(=O)c2ccco2)s1	1.4	0.5	-0.1	0.2
CCOc1ccc(CCNC(=O)Cn2nnc(-c3ccc(F)cc3)n2)cc1OCC	9.1	3.4	1.0	15.0
O=C(CN1CCC(n2cnc3cccnc32)CC1)Nc1nccs1	-2.8	0.3	0.0	8.5
COc1cc(OC)c(/C=N/NC(=O)c2ccoc2C)c(OC)c1	-36.5	-6.8	-0.1	2.6
COc1ccccc1C1N(Cc2ccccc2)CCN1Cc1ccccc1	15.0	1.0	0.1	-1.6
CC1NC2=C(C(=O)CC(c3ccccc3)C2)C(c2ccc(Br)cc2)C1C#N (configuration not stated)	14.2	0.1	1.0	20.2
CSc1ccc(/C=C/c2ccc3cccc(O)c3n2)cc1	34.5*	-6.6	-0.1	12.6
CCCNc1c(-c2ccc(C(C)C)cc2)c(=O)c1=O	8.3	-0.1	0.6	12.6
COCCN1C(=O)/C(=C/c2ccc(OC)c(Cl)c2)SC1=S	3.1	-1.3	-0.1	11.1
CCCN1CCC(N(C(=O)Nc2ccccc2C(=O)NCCOC)C2CC2)CC1	2.4	0.2	-0.2	0.0
COc1ccc(NC(=O)C(c2cc3c(cc2[N+](=O)[O-])OCO3)N(C)Cc2ccccc2)cc1 (configuration not stated)	-16.4	-1.1	0.6	16.5
CCOCCCNC(=O)c1cccc2c1SCCC2=O	3.7	1.2	-0.1	3.9
CCNc1nc2ccc(C(=O)NCc3ccccc3)cc2s1	-30.3	2.5	0.0	6.3
(list continues)
SMILES	TEAD-YAP inh	GPR151 activ	FBW7 activator	MITF primary
COc1ccc2nc(NCCNC(=O)c3c(F)cccc3F)c(C#N)cc2c1	1.7	2.9	0.0	-1.8
COc1ccc(OCCC(=O)NC2=NCCS2)cc1	-2.4	2.8	0.1	19.2
CCOC(=O)c1c(C)c(C(=O)NCc2ccc(C)cc2)c(C)n1C	-2.9	1.6	-0.1	-0.2
CCOC(=O)c1sc2nc(SCc3cccc(F)c3)n(Cc3ccccc3)c(=O)c2c1C	0.3	-1.5	0.4	3.8
CN1CCN(c2nc(N3CCN(CCO)CC3)nc3ccccc23)CC1	-6.5	0.8	0.1	10.3
Cc1ccc(S(=O)(=O)N2CCC(C(=O)NNC(=O)C3CC3)CC2)cc1Cl	1.1	0.7	0.0	0.6
CCCCOc1ccc(-c2nn(-c3ccccc3)cc2/C=c2\sc3nc(-c4ccccc4OC(C)=O)nn3c2=O)cc1C	0.8	0.5	-0.1	2.9
O=C1Cc2cc(S(=O)(=O)Nc3ccc(F)c(Cl)c3)cc3c2N1CCC3	0.3	-0.1	0.0	-9.5
N#Cc1c(-c2ccccc2)cc(=O)n2c1[nH]c1ccccc12	-55.8	-3.7	-0.1	1.9
O=C(CC1NC2CCCCC2NC1=O)Nc1ccc(Cl)c(Cl)c1 (configuration not stated)	8.0	2.0	0.6	-8.1
COc1ccc(Nc2cn[nH]c(=S)n2)cc1	1.4	-0.8	-0.1	-4.6
O=C1C2C(C(=O)N1c1ccc([N+](=O)[O-])cc1)C2(c1ccccc1)c1ccccc1 (configuration not stated)	8.4	-0.9	-0.1	2.7
Cc1cc(C(C)(C)C)oc1C(=O)N1CCNCC1	10.7	3.3	1.1	7.8
CCCC(=O)OCC1OC2OC(C)(C)OC2C2OC(C)(C)OC12 (configuration not stated)	-3.2	4.4	0.1	-9.8
O=C(Nc1cc(Cl)ccc1Cl)c1ccc(S(=O)(=O)N2CCCCC2)cc1	-7.5	1.1	0.0	1.7
O=C(CCC(=O)OCC(=O)c1ccc([N+](=O)[O-])cc1)NC1CCCCC1	7.9	1.0	-0.2	8.0
COC(=O)CSc1nnc(CSc2ncccn2)n1C	-5.4	0.0	-0.1	-5.7
COc1cc(NC(=O)c2[nH]c(C)c(C(C)=O)c2C)cc(OC)c1	-24.7	-0.5	-0.2	2.1
O=C(/C=C1/NCC2c3ccccc3CCN2C1=O)c1ccc(F)cc1 (configuration not stated)	-74.7	0.7	-0.1	-5.7
COc1cccc(NC(=O)Nc2ccc(C(C)(C)C)cc2)c1	-33.2	3.4	0.1	0.0
Cc1cc(C)c2nc(N3CCC(C(=O)NCCCOC(C)C)CC3)sc2c1	9.8	-0.5	0.2	-2.6
O=C(NCc1nc(-c2ccccc2)no1)c1ccccc1Br	5.0	-1.3	0.0	11.2
O=C(COc1ccccc1Cl)NNC(=O)c1cc2ccccc2cc1O	-9.3	-5.8	0.0	-25.4
O=C(NCCn1cc(SCc2cccc(C(F)(F)F)c2)c2ccccc21)c1ccc(F)cc1	-3.3	-0.9	-0.1	2.9
COc1ccc(CC(=O)Nc2ccc3nc(-c4cccc(Cl)c4)oc3c2)cc1	-7.6	-1.6	0.4	-1.3

Random excerpt: 7 compounds from above.
SMILES	TEAD-YAP inh	GPR151 activ	FBW7 activator	MITF primary
O=C1Cc2cc(S(=O)(=O)Nc3ccc(F)c(Cl)c3)cc3c2N1CCC3	0.3	-0.1	0.0	-9.5
COc1ccc(CC(=O)Nc2ccc3nc(-c4cccc(Cl)c4)oc3c2)cc1	-7.6	-1.6	0.4	-1.3
O=C1C2C(C(=O)N1c1ccc([N+](=O)[O-])cc1)C2(c1ccccc1)c1ccccc1 (configuration not stated)	8.4	-0.9	-0.1	2.7
Cc1cc(C)c2nc(N3CCC(C(=O)NCCCOC(C)C)CC3)sc2c1	9.8	-0.5	0.2	-2.6
O=C(Nc1cc(Cl)ccc1Cl)c1ccc(S(=O)(=O)N2CCCCC2)cc1	-7.5	1.1	0.0	1.7
COc1ccc(OCCC(=O)NC2=NCCS2)cc1	-2.4	2.8	0.1	19.2
CCOC(=O)c1sc2nc(SCc3cccc(F)c3)n(Cc3ccccc3)c(=O)c2c1C	0.3	-1.5	0.4	3.8

Carrying on.
SMILES	TEAD-YAP inh	GPR151 activ	FBW7 activator	MITF primary
COCCCNc1nc2c(c(=O)n(C)c(=O)n2C)n1Cc1ccc(Br)cc1	4.0	-0.4	-0.1	-9.5
CN1CCN(c2ccc(-c3cccc(NC(=O)c4ccccc4Cl)c3)nn2)CC1	-36.9	-0.3	0.0	15.7
Cc1ccc(CN2CCN(Cc3ccccc3)C(CCO)C2)o1 (configuration not stated)	4.4	-0.4	0.0	5.1
CC(C)N(CCNC(=O)C1CCN(c2ccc(NC3CCN(Cc4ccccc4)CC3)nn2)CC1)C(C)C	7.0	-1.2	0.0	-7.5
CN(C)c1ccc(/C=C2/N=C(c3cc(I)ccc3Cl)SC2=O)cc1	-1.1	2.6	0.0	-2.1
O=C(O)/C=C/c1c(F)c(F)c(N2CCOCC2)c(F)c1F	-1.3	-1.1	0.1	-19.2
CC1CC(C)(C)NC(=S)N1CCCC(=O)Nc1ccc(Cl)cc1 (configuration not stated)	8.7	-1.1	-0.1	6.3
CC(=O)NNC(=O)CSc1nnnn1-c1ccc(F)cc1	-1.8	-0.1	0.1	3.6
CCN1C(=O)Cc2cc(NC(=O)Nc3cccc(OC)c3)ccc21	-4.9	1.3	-0.1	-2.8
COc1ccc(C)cc1NC(=O)CCNS(=O)(=O)c1ccc2[nH]c(=O)ccc2c1	5.0	-0.1	0.5	18.5
Cn1c(-c2ccccc2)c[nH]c1=S	-3.2	-0.7	-0.4	18.8
COc1ccc(NC(=O)CN(C)CC(=O)Nc2cccc3ccccc23)cc1	5.0	-0.3	0.0	11.7
COc1ccc2c(c1)C(c1ccc(Cl)cc1)=NNC(c1ccccc1)=N2	-16.6	-0.6	0.1	6.2
CCOc1cc(/C=C2\C(=O)N(c3cccc(C(=O)O)c3)N=C2C)cc(Cl)c1OC	-1.8	-0.9	-1.2	60.8*
C=CCN1C(=O)C2(C(C#N)=C(N)Oc3ccccc32)c2c1n[nH]c2C (configuration not stated)	3.8	-0.4	0.0	-11.8
O=S(=O)(NCCOc1ccccc1)c1ccc2oc3ccccc3c2c1	2.4	1.1	0.1	-5.2
CN(C)c1ccc(C2C=Cc3ccccc3N2C(=O)c2ccccc2)cc1 (configuration not stated)	8.8	1.8	0.2	10.4
OC(COCc1ccc2c(c1)OCO2)CN1CCN(c2ccccc2F)CC1 (configuration not stated)	3.6	-2.4	0.1	19.4
COc1ccc(CNC(=O)CN(Cc2ccccc2)S(=O)(=O)c2ccccc2)cc1	6.6	1.4	1.2	16.0
Cc1ccccc1NC(=O)Cn1cnc2c(cnn2-c2cccc(C)c2C)c1=O	3.5	-1.3	0.8	15.2
COc1ccc(C(=O)[C@@H]2[C@@H](c3ccccc3)C(C#N)(C#N)[C@H]3C=Cc4cc(Cl)ccc4N23)cc1	12.8	-0.3	0.0	3.5
COC(=O)c1ccc(CN2CCCCC2)cc1	5.7	1.3	0.1	5.5
CC1CN(c2nc3c(c(=O)[nH]2)CCN(C(=O)c2cccs2)C3)CC(C)O1 (configuration not stated)	5.5	-0.9	-0.1	-26.8
CCOC(=O)N1CCC(NC(=O)C2=CCN(S(=O)(=O)c3ccccc3)CC2)CC1	-5.6	0.7	-0.1	-4.8
COc1ccc(S(=O)(=O)Nc2cccc(C)c2)cc1I	-15.9	0.3	-0.1	-1.7
Later entries:
SMILES	TEAD-YAP inh	GPR151 activ	FBW7 activator	MITF primary
Cc1c(N=Cc2ccc(O)c(Br)c2)c(=O)n(-c2ccccc2)n1C	1.3	-0.5	-0.2	1.6
COc1ccccc1-n1c(CNC(=O)c2ccc(S(=O)(=O)N(C)C)cc2)nnc1SCC(=O)N1CCCc2ccccc21	8.4	-1.7	0.3	2.5
CCSc1nnc2c(n1)OC(c1cccc(Br)c1)N(C(C)=O)c1ccccc1-2 (configuration not stated)	10.0	1.0	-0.1	11.3
CC(=O)c1ccc(OCC(O)COc2ccc(C(C)=O)cc2)cc1	0.4	2.5	-0.1	-2.7
O=C(Nc1ccccc1F)C1CC2CCCC(C1)C2=O (configuration not stated)	-2.6	-0.1	0.2	13.2
COc1ccc(-c2cc(C(F)(F)F)n3nc(C(=O)Nc4ccc(F)c(Cl)c4)c(Cl)c3n2)cc1OC	3.0	-0.5	0.0	4.2
CCCc1c(C)nc2c(Br)cccc2c1Cl	4.1	0.6	0.3	11.9
COc1ccc(-c2cn3c(C)c(C(=O)Nc4ccncc4)sc3n2)cc1	-7.4	1.2	0.1	-8.7
CCOc1ccccc1Nc1nnc(SCC(N)=O)s1	0.3	-4.4	0.1	-6.3
COc1ccccc1-n1c(/C=C/c2cn(Cc3ccccc3)c3ccccc23)nc2ccccc2c1=O	3.8	0.8	0.0	-5.0
CC(=O)c1ccc(NC(=O)C(C)NC(C)C)cc1 (configuration not stated)	4.8	1.6	0.1	7.1
O=[N+]([O-])c1cc(CO)ccc1Sc1ccc(Cl)cc1	-25.3	-1.0	-0.1	11.6
CCN(CC)c1ccc(C(=O)Nc2nc3c(s2)CC(C)CC3)cc1 (configuration not stated)	-25.0	1.2	-0.2	7.9
COC(F)(C(=O)Oc1ccc([N+](=O)[O-])c(Oc2ccc(C(F)(F)F)cc2Cl)c1)C(F)(F)F (configuration not stated)	-4.8	1.0	-0.1	4.5
CCOC(=O)C1=C(N)N(c2cccc([N+](=O)[O-])c2)C2=C(C(=O)CC(C)(C)C2)C1c1ccc(Br)cc1 (configuration not stated)	6.0	-0.3	0.1	8.8
O=C(CNC(=O)c1cccc(F)c1)N/N=C/c1ccccc1[N+](=O)[O-]	-1.7	0.2	-0.1	-7.4
Cc1cccc(OCCNc2cc(N3CCCC3)ccc2[N+](=O)[O-])c1	-2.3	-0.3	0.1	7.4
CSCCC(C(=O)Nc1nc2ccccc2s1)N1C(=O)c2ccccc2C1=O (configuration not stated)	-10.9	-1.4	0.4	-1.1
CC(Nc1ccc(Br)cc1)C(=O)N/N=C/c1ccncc1 (configuration not stated)	5.0	0.2	0.3	-7.5
c1nc(NCc2ccc3c(c2)OCO3)cc(NC2CC2)n1	4.6	-0.9	0.1	8.0
COc1cccc(/C=C2/SC(=S)N(C(CC(=O)O)C(=O)O)C2=O)c1OC (configuration not stated)	-1.3	1.1	-0.2	-10.5
Cc1ccccc1N1C(=O)C2CCC(C)CC2C1=O (configuration not stated)	7.8	-0.6	1.6	20.5

Assay outcomes deposited in PubChem BioAssay by The Scripps Research Institute Molecular Screening Center.
